Compound activity: PubChem BioAssay, The Scripps Research Institute Molecular Screening Center
Pf gamet viab: kills late stage P. falciparum gametocytes; P. falciparum stage V gametocytes, ATP luminescence, 24 h; inhibition, % at 10.9 µM; hit rate 0.065% among 150,000;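 active = inhibition above the mean plus 3 SD of compounds within the control limits, set per campaign, cut at about 38% in these data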;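 also: 0% = DMSO wells and 100% = medium only without gametocytes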
The depositor's hits bear a star. These rows are one share of the data. The share of hits here may be higher or lower than overall.

SMILES | Pf gamet viab
COc1cc(-c2oc3cc(O)cc(O)c3c(=O)c2O[C@@H]2O[C@H](COC3O[C@@H](C)[C@H](O)[C@@H](O)[C@H]3O)[C@@H](O)[C@H](O)[C@H]2O)ccc1O (some centres not stated) | -15.5
